# Compound activity from PubChem BioAssay.
# TMEM16A inh: mouse TMEM16A channel inhibition, primary screen | Q8BHY3 | HEK293 TMEM16A/YFP iodide influx fluorescence, ionomycin | normalized B-score (activity score, 25-100; higher = stronger inhibition) at 10 µM | actives 1.2% (n = 310,000);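 active = ratio plate-corrected score three or more library SD toward inhibition, starting fluorescence score within five deviations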;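 also: score derived from kinetic fluorescence span divided by baseline fluorescence per well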
# MrgX1 antagonist: human MrgX1 receptor antagonism, primary screen. Q96LB2. MRGX1-HEK293 calcium flux, Fluo-4, BAM8-22 antagonism; hits give low values. B-score at 10 µM. actives 1.3% (n = 310,000). AID 588676;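 active = calcium-response B-score plate-corrected more than 3 library SD below zero, starting fluorescence within 5 deviations, no agonist response on first addition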;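 also: peak minus trough fluorescence over baseline after final BAM8-22 challenge near maximal dose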
# TRPC4 block: blocks the mouse TRPC4 cation channel; B-score at 10 µM; Q9QUQ5; actives 0.39% (n = 300,000); HEK293 TRPC4beta/mu-opioid, DAMGO-evoked Fluo4 calcium flux; hits give low values;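 active = B-score over 3 SD under the library average, no early fluorescence shift, positive overall ratio signal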
#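 Assay system – HEK293 line stably carrying TRPC4beta and mu-opioid receptor · Doses – single dose · Detection – Fluo4 calcium-dye fluorescence, kinetic read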
# TRPC6 activator: mouse TRPC6 channel activation; B-score at 10 µM; HEK293-TRPC6 membrane potential dye fluorescence; hits give high values; AID 2550; actives 0.13% (n = 310,000);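 active = B-score of the integrated fluorescence ratio above library mean plus 3 SD, and starting fluorescence ratio within library mean plus 5 SD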;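 also: higher score means more depolarization so channel activation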
# Target sequence (Q61143 whole entry, looked up): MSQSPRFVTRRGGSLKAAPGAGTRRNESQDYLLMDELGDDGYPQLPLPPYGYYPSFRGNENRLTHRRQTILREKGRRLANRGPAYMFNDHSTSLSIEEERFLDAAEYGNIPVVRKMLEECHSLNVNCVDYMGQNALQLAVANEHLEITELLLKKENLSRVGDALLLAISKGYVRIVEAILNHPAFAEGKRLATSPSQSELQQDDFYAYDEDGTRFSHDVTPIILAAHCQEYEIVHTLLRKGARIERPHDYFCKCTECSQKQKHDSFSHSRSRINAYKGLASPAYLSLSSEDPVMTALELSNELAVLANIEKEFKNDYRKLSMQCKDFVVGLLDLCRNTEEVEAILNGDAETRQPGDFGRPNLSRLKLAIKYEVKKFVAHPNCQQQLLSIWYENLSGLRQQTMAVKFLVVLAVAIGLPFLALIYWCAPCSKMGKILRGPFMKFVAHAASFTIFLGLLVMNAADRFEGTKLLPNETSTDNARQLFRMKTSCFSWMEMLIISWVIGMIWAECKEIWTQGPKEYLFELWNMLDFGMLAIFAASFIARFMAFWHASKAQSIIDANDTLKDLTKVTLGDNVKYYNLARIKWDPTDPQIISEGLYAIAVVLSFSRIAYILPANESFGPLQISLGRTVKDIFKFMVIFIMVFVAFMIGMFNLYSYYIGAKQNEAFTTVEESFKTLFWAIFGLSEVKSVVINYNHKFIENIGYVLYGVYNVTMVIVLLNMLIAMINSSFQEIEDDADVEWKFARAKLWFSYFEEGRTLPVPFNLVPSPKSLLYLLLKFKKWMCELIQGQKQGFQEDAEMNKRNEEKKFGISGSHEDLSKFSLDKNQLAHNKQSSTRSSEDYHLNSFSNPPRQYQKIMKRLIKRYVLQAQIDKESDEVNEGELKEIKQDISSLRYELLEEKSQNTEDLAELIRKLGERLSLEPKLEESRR
# MrgX1 ag: human MrgX1 receptor agonism, primary screen. AID 588627. Q96LB2. B-score at 10 µM. MrgX1-HEK293 cells, Fluo-4 calcium fluorescence, agonist mode; hits give high values. actives 0.44% (n = 310,000);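 active = calcium response B-score plate-corrected fluorescence ratio at least 3 library SD, with starting fluorescence B-score inside 5 SD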
#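 System – MrgX1-expressing HEK293 cells · Incubation – cells plated overnight, dye loaded 0.5 h 37 °C, 0.5 h room temperature · Technique – kinetic Fluo-4 NW fluorescence of intracellular calcium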
# TRPC4 potent: allosterically enhances the mouse TRPC4 cation channel; Q9QUQ5; actives 0.42% (n = 310,000); B-score at 10 µM; HEK293 TRPC4beta/mu-opioid, DAMGO EC20, Fluo-4 Ca2+ flux; hits give high values;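 active = B-score of calcium response area above 5 SD of library B-scores, with initial fluorescence ratio within 5 SD of library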;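 also: B-score of integrated fluorescence ratio over time as area under calcium response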
# TRPC6 inh: blocks the mouse TRPC6 cation channel; Q61143; AID 2553; actives 1.1% (n = 310,000); B-score at 10 µM; HEK293-TRPC6, membrane potential dye, ACh-evoked depolarization; hits give low values;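 active = B-score under library mean minus 3 SD, initial fluorescence not abnormally high, positive integrated signal ratio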;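 also: B-score derived from integrated fluorescence ratio over the kinetic read; more negative B-score means stronger inhibition of depolarization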
# MrgX1 allo act: allosterically activates human MrgX1 receptor signaling; Q96LB2; MrgX1-HEK293, Fluo-4 calcium flux, FDSS; hits give high values; B-score at 10 µM; actives 0.63% (n = 310,000); AID 588675;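 active = plate-corrected calcium response at least 3 library SD above typical, normal starting fluorescence, not activating the receptor alone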;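 also: compound read alongside a low EC10 to EC30 dose of BAM8-22 agonist; peak minus trough fluorescence over baseline measured at the second addition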
# RGS4 block: human RGS4 inhibition; AID 463165; HEK293 M3R/RGS4 inducible, Fluo-4 calcium flux; hits give high values; triggered by carbachol at its EC20; B-score at 10 µM; actives 0.45% (n = 310,000);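 active = B-score, a plate-corrected calcium signal, over three deviations above library mean, with baseline fluorescence within five deviations of library mean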;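 also: RGS4 expression induced by doxycycline in cells with stable M3 receptor; B-score is computed from the integrated fluorescence ratio over baseline after carbachol; higher B-score means a larger calcium signal and so more RGS4 inhibition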
# Target sequence (P49798 whole entry, looked up): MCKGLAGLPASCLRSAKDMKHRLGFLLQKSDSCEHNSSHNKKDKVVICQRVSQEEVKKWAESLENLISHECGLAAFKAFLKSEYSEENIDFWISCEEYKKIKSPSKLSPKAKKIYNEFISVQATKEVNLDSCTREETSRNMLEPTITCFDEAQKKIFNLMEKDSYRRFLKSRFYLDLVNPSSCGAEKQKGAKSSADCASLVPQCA
# TRPC4 agonist: opens the mouse TRPC4 cation channel. Q9QUQ5. HEK293 TRPC4beta/mu-opioid, Fluo4 calcium fluorescence; hits give high values. B-score at 10 µM. actives 0.49% (n = 310,000). AID 2237;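 active = B-score above 5 SD of library B-scores, and initial fluorescence ratio not above library mean plus 5 SD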;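 also: positive B-score marks a calcium rise read as TRPC4 activation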
#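 Incubation: 45 min room-temperature Fluo4 loading, 110 s read / System: HEK293 cells stably co-expressing mouse TRPC4beta and mu-opioid receptor / Signal: Fluo4 fluorescence, kinetic / Control set: buffer (low) and maximal DAMGO (high) / Measure: integrated baseline-normalised fluorescence ratio, converted to per-well B score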
# ANO1 activ: activates or potentiates the mouse TMEM16A chloride channel | B-score at 10 µM | HEK293 TMEM16A/YFP-H148Q/I152L, iodide quench fluorescence; hits give low values | actives 0.3% (n = 340,000);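 active = fluorescence-ratio B-score plate-corrected deviation score at least 3 library SD below zero, with starting fluorescence score within 5 deviations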;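 also: channel opened by trigger with iodide after compound preincubation; score built on the fluorescence ratio of max minus min over baseline; more negative score means more quench and so TMEM16A activation or potentiation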
# * hit, by the source's call; i = inactive; nt = no result given.
SMILES,TMEM16A inh,MrgX1 antagonist,TRPC4 block,TRPC6 activator,MrgX1 ag,TRPC4 potent,TRPC6 inh,MrgX1 allo act,RGS4 block,TRPC4 agonist,ANO1 activ
N#CC1CC(c2ccc([N+](=O)[O-])cc2)=NN1c1ccc([N+](=O)[O-])cc1 (stereo not given),i,-6.2*,i,i,i,i,i,i,i,i,i
Cc1cc(Nc2cccc(Cl)c2Cl)n2ncnc2n1,i,i,i,i,i,i,i,i,i,i,i
Cc1ccccc1Nc1nc(N)nc(CSc2nnc(C)n2C)n1,i,i,i,i,i,i,i,i,i,i,i
CCCNC(=O)COC(=O)C1CCN(S(=O)(=O)c2ccc3c(c2)OCCO3)CC1,i,i,i,i,i,i,i,i,i,i,i
Cc1cc(C(=O)N2CCN(c3cccc(Cl)c3)CC2)c(C)o1,i,i,i,i,i,i,i,i,i,i,nt
Cc1nc(C)c(-c2csc(NCCc3ccccc3)n2)s1,100*,i,i,i,32.5*,i,i,i,i,i,i
COC(=O)c1c(NC(=O)CCNCc2ccco2)sc2c1CCC2,i,i,i,i,i,i,i,i,i,i,i
COC(C(=O)Nc1ccnn1C1CCN(Cc2cnn(C(C)C)c2)CC1)c1ccccc1 (stereo not given),i,i,i,i,i,i,i,i,i,i,i
Cc1ccc(S(=O)(=O)N2CCCC2=O)c(C)c1N(C)S(C)(=O)=O,i,i,i,i,i,i,i,i,i,i,i
O=C(Nn1cnnc1)c1ccccc1CCc1ccccc1,i,i,i,i,i,i,i,i,i,i,i
CC(C)C(NC(=O)OCc1ccccc1)C(=O)OCC(=O)N1CCCCC1 (stereo not given),i,i,i,i,i,i,i,i,i,i,i
Cn1cnnc1SCc1ccc(C(=O)NN)cc1,i,i,i,i,i,i,i,i,i,i,i
c1ccc(C[C@H]2CNCCN2CC2CCCCC2)cc1,i,i,i,i,i,i,i,i,i,i,i
COc1cccc(NC(=O)CS(=O)(=O)c2cccc3nsnc23)c1,i,i,i,i,i,i,i,i,i,i,i
Cc1cc(-c2nnc(CCC(=O)N(C)Cc3ccsc3)o2)no1,i,i,i,i,i,i,i,i,i,i,i
CC(=O)c1cc(C)ccc1OC(=O)c1cccnc1,i,i,i,i,i,i,i,i,i,i,i
COC(=O)c1[nH]c2ccc(Br)cc2c1NC(=O)CN1CCCCC1CCO (stereo not given),i,i,i,i,i,i,i,i,i,i,i
O=C(CSC(=S)N1CCCCC1)N1N=CCC1c1ccccc1 (stereo not given),i,i,i,i,i,i,i,i,i,i,i
CC(C)=CC(=O)Nc1nnc(-c2ccccc2)s1,i,i,i,i,i,i,i,i,i,i,i
CC1(C(=O)Nc2ccc3c(c2)OCCO3)CC1(Cl)Cl (stereo not given),i,i,i,i,i,i,i,i,i,i,i
O=C(O)c1cccc(NC(=S)N/N=C/c2cccnc2)c1,i,i,i,i,i,i,i,i,i,i,i
CCc1ccc(CNc2ccc3c(c2)ncn3C(C)(C)C)cc1,i,i,i,i,i,i,i,i,i,i,i
CCC(=O)NC(=S)Nc1ccccc1C(F)(F)F,i,i,i,i,i,i,i,i,i,i,i
Cc1c(C#N)c2ncn(Cc3ccccn3)c(=O)c2n1-c1ccccc1,i,i,i,i,i,i,i,i,i,i,i

# One compound at a time, from the list above.
# Record of `COC(=O)c1[nH]c2ccc(Br)cc2c1NC(=O)CN1CCCCC1CCO` (stereo not given) = TMEM16A inh: i; MrgX1 antagonist: i; TRPC4 block: i; TRPC6 activator: i; MrgX1 ag: i; TRPC4 potent: i; TRPC6 inh: i; MrgX1 allo act: i; RGS4 block: i; TRPC4 agonist: i; ANO1 activ: i
# Record of `Cc1c(C#N)c2ncn(Cc3ccccn3)c(=O)c2n1-c1ccccc1` = TMEM16A inh: i; MrgX1 antagonist: i; TRPC4 block: i; TRPC6 activator: i; MrgX1 ag: i; TRPC4 potent: i; TRPC6 inh: i; MrgX1 allo act: i; RGS4 block: i; TRPC4 agonist: i; ANO1 activ: i

# New compounds follow.
SMILES,TMEM16A inh,MrgX1 antagonist,TRPC4 block,TRPC6 activator,MrgX1 ag,TRPC4 potent,TRPC6 inh,MrgX1 allo act,RGS4 block,TRPC4 agonist,ANO1 activ
OCc1ccccc1NC(=S)Nc1cccnc1,i,i,i,i,i,i,i,i,i,i,i
CCCCCCNC(=O)CC(NS(=O)(=O)c1ccc(NC(C)=O)cc1)C(C)C (stereo not given),i,i,i,i,i,i,i,i,i,i,i
CS(=O)(=O)C1=NSC2=NC(=O)/C(=C\c3cccn3-c3ccc(Cl)cc3)C(=N)N21,i,i,i,i,i,i,i,i,i,i,i
O=C1CCc2cc(S(=O)(=O)Nc3ccccc3)cc3c2N1CC3,i,i,i,i,i,i,i,i,i,i,i
O=[N+]([O-])c1cccc2c(N3CCCC3)ccnc12,i,i,i,i,i,i,-8.93*,i,i,i,i
O=C(NC1CCCc2ccccc21)c1c(F)cccc1Cl (stereo not given),i,i,i,i,i,i,i,i,i,i,i
COc1cccc(NC(=S)N(CCc2c(C)[nH]c3ccc(C)cc23)Cc2cccs2)c1,i,i,i,i,i,i,i,i,i,i,i
Cc1nc2ccccn2c1C(=O)NC1CCCCC1,i,i,i,i,i,i,i,i,i,i,i
Cc1ccc(/C=N/NC(=O)Cn2nccc2C)o1,i,i,i,i,i,i,i,i,i,i,i
Cc1ccc(C(C)C)c(OCC(=O)N/N=C/C2CCCCC2)c1,i,i,i,i,i,i,i,i,i,i,i
Cn1c(O)c(C2=c3ccccc3=NC2=O)[nH]c1=S,i,i,i,i,i,i,i,i,i,i,i
Cn1cc(Br)c(C(=O)N2CCc3ccccc32)n1,i,i,i,i,i,i,i,i,i,i,i
O=c1c2cnn(-c3ccccc3)c2ncn1CCc1ccccc1,i,i,i,i,i,i,i,i,i,i,i
CSc1cccc(NC(=O)/C=C/c2ccc(Cl)cc2)c1,100*,i,i,i,i,i,i,i,i,i,i
Cc1cc(C)nc(NC(=O)c2cc(-c3ccc4c(c3)OCO4)nc3ccccc23)c1,i,i,i,i,i,i,i,i,i,i,i
Cc1oc(/C=N/NC(=O)CC2(C)OCCO2)cc1Br,i,i,i,i,i,i,i,i,i,i,i
CN(C)CCNC(=O)CN1C(=O)COc2ccc(C(C)(C)C)cc21,i,i,i,i,i,i,i,i,i,i,i
O=C(C1=C(O)C(=O)N(CC2CCCO2)C1c1ccccc1[N+](=O)[O-])c1ccco1 (stereo not given),i,i,i,i,i,i,i,i,i,i,i
Cc1cc(Cl)ccc1NNC(=O)c1c(C)noc1C,i,i,i,i,i,i,i,i,i,i,i
O=C(NC1CCCCCC1)C1CCN(c2nc3ccccc3o2)CC1,i,i,i,i,i,i,i,i,i,i,i
CCOc1nc(NCCN2CCOCC2)nc(NC(C)C)n1,i,i,i,i,i,i,i,i,i,i,i
Cc1cc(C)nc(SCc2nnc(SCC(=O)Nc3nc(-c4ccccc4)cs3)n2-c2ccccc2)n1,i,i,i,i,i,i,i,i,i,i,i
COc1cccc(NC(=S)NC2CC3CCCC(C2)N3C2CCCC2)c1 (stereo not given),i,i,i,i,i,i,i,i,i,i,i
Cc1sc(NC(=O)/C=C/c2ccco2)c(C(=O)OC(C)C)c1C,i,i,i,i,i,i,i,i,i,i,i
Cc1sc2ncnc(NCC3COc4ccccc4O3)c2c1C (stereo not given),i,i,i,i,i,i,i,i,i,i,i
Cc1ccccc1NC(=S)/C(=C(\[O-])c1cc(C)n(Cc2ccccc2Cl)c1C)[n+]1ccccc1,i,i,i,i,i,i,i,i,i,i,i
c1ccc(CSc2nnc(-c3ccco3)n2Cc2ccco2)cc1,i,i,i,i,i,i,i,i,i,i,i
O=C(NCCSCc1c(F)cccc1Cl)c1ccc(CN2CCOCC2)cc1,i,i,i,i,i,i,i,i,i,i,i
Cc1ccc(S(=O)(=O)N2CCN3CCCC3C2)cc1 (stereo not given),i,i,i,i,i,i,i,i,i,i,i
CCc1ccc(OCc2nnc(SCC(=O)Nc3cccc(C(=O)N4CCOCC4)c3)o2)cc1,i,i,i,i,i,i,i,i,i,i,i
O=C(COc1ccccc1)NC1CCCc2ccccc21 (stereo not given),i,i,i,i,i,i,i,i,i,i,i
O=[N+]([O-])c1cccc(NC(=S)Nc2nc(-c3ccc(Cl)cc3Cl)cs2)c1,i,i,i,i,i,i,i,i,i,i,nt
Cc1cc(NC(=O)CSc2nnc(C3COc4ccccc4O3)o2)no1 (stereo not given),i,i,i,i,i,i,i,i,i,i,i
COc1ccccc1Nc1ncnc2sccc12,i,i,i,i,i,i,i,i,i,i,i
CCN(Cc1ccccc1)S(=O)(=O)c1cc(C(=O)OC)n(C)c1,i,i,i,i,i,i,i,i,i,i,i
Cc1ccc2c(c1)-c1c(ssc1=S)C(C)(C)N2C(=O)CN1C(=O)c2ccccc2C1=O,i,i,i,i,i,i,i,i,i,i,i
CCN(CC)CCc1nc(-c2ccccc2)no1,i,i,nt,nt,i,nt,nt,i,nt,nt,i
CC(=O)CC1(C)OC(N)=C(C#N)C1(C#N)C#N (stereo not given),i,i,i,i,i,i,i,i,i,i,i
COc1ccc(NC(=O)c2cccs2)cc1,i,i,i,i,i,i,i,i,i,i,i
COc1cc(OC)c2c(-c3ccccc3)cc(=O)oc2c1C(CC(=O)N1CCCC1)c1ccc2c(c1)OCO2 (stereo not given),i,i,i,i,i,i,i,i,i,i,i
Cc1ccc(O)c(NC(=O)CN(C)S(=O)(=O)c2ccc(Cl)cc2)c1,i,i,i,i,i,i,i,i,i,i,i
CCN(CC)CCSc1nc2ccccc2c(=S)n1-c1ccccc1,i,i,i,i,i,i,-7.32*,i,i,i,nt
Cc1ccc(NC(=O)C2CCC(N3C(=O)C4CCCCC4C3=O)CC2)cc1 (stereo not given),i,i,i,i,i,i,i,i,i,i,i
CCN1CCN(C(=O)c2cc3cc4ccc(OC)cc4nc3s2)CC1,i,i,i,i,i,i,i,i,i,i,i
COC(=O)C1=C(C)N(Cc2ccccc2)C(=O)N[C@H]1c1cccs1,i,i,i,i,i,i,i,i,i,i,i
Cc1ccc(C(c2cc(Br)ccc2O)N2CCSCC2)cc1 (stereo not given),i,i,i,i,i,i,i,i,i,i,i
CN(C)c1ccc(C(CNS(=O)(=O)c2ccc(F)c(F)c2)c2c[nH]c3ccccc23)cc1 (stereo not given),i,i,i,i,i,i,i,i,i,i,i
